# MBNL1 CUG block = MBNL1-poly(CUG) RNA binding inhibition; Q9NR56; TR-FRET MBNL1-His/biotin-(CUG)12 binding, 665/545 ratio; Potency, µM (top dose mostly 57.5 µM), inactives show at the top dose activity change, negative = inhibition, hits mostly inhibitors; hit rate 0.036% among 280,000; active = well fitted inhibition curve with a large enough effect in the signal ratio, with a control signal flat, not every such curve was filed as active; inconclusive = small, poorly fitted or top-dose-only effect, or effect the other way, or a change in a side signal; inactive = no such curve, though single readings can be large or run the other way; the % refers to the signal ratio; note: potency is the fitted concentration of half-maximal effect; % is set by controls: 0 for no effect and ±100 for the full control effect
# Target sequence (Q9NR56 whole entry, looked up): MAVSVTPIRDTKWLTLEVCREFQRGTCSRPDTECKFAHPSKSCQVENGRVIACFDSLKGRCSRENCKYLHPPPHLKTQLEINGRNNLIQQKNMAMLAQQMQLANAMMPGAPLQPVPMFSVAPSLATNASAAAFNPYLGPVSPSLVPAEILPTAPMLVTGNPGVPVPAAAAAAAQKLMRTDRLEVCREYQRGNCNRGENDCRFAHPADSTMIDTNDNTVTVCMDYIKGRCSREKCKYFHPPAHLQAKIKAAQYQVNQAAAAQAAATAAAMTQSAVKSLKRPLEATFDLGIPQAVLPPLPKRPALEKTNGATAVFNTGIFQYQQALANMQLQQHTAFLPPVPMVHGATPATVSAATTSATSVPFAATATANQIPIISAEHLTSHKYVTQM
#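 Ratiometric TR-FRET (665 over 545 nm, excitation 340 nm) tracks disruption of MBNL1-His/biotin-(CUG)12 complex after 60 min at room temperature, with compounds at 92 nM to 58 uM final.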
# KCNH2 WT inh = blocks the wildtype human KCNH2 potassium channel; U2OS, BacMam KCNH2, thallium flux FluxOr; active compounds read low; activity change, % at 1.84 µM; hit rate 0.37% among 340,000; AID 720551;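 active = maximum activity change below -70%; inconclusive = maximum activity change between -70% and -50%; inactive = maximum activity change above -50%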; note: % is set by controls: 0 for no effect and ±100 for the full control effect
#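 U2OS cells transduced with wild-type KCNH2 virus are loaded with FluxOr dye for 45 min, and thallium flux is measured in kinetic reads before and after stimulation buffer. Rate constants are normalized to DMSO controls.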
# GALK inh = galactokinase (human) inhibition; hit rate 0.007% among 270,000; Purified GALK, Kinase-Glo residual ATP luminescence; P51570; Potency, µM (doses to about 57.5 µM), for inactives: at the highest dose activity change, negative = inhibition, most hits filed as inhibitors; note: potency is the fitted concentration of half-maximal effect; % is set by controls: 0 for no effect and ±100 for the full control effect
#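 The enzyme phosphorylates galactose (100 uM) using ATP (35 uM); inhibition is detected as higher residual ATP, quantified by bioluminescence after 1 h reaction at room temperature, pH 8.0.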
# Mito fusion yeast = blocks mitochondrial division or promotes mitochondrial fusion; hit rate 0.23% among 320,000; S. cerevisiae fusion-defective mutant growth rescue, CellTiterGlo 48 h; Potency, µM (highest dose often 46.1 µM), for the others: top-dose growth rescue (activation), actives largely listed as activators;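 note: potency is the fitted concentration of half-maximal effect; % of control where 0% means no effect; nearly all actives have a fitted effect of over 45% in size; temperature-sensitive fusion mutants such as fzo1-1 at 37 °C on non-fermentable ethanol glycerol medium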
#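 Read-out: ATP-based luminescence (CellTiterGlo, 10 min ambient) reporting growth of fusion-defective ts yeast after 48 hours at 37C on glycerol/ethanol YPEG medium in the presence of compound.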
# Menin MLL FP TR = inhibitors of human menin-MLL interaction, mutant MLL peptide; Potency, µM (top dose mostly 61.6 µM), for inactives: top-dose FP activity change, negative = inhibition, hits mostly inhibitors; Menin + Texas Red MLL mutant peptide, fluorescence polarization; hit rate 0.23% among 270,000; active = well fitted inhibition curve with a large enough effect in the polarisation, with a control signal flat, not every such curve was filed as active; inconclusive = small, poorly fitted or top-dose-only effect, or effect the other way, or a change in a side signal; inactive = no such curve, though single readings can be large or run the other way; the % refers to the polarisation; note: potency is the fitted concentration of half-maximal effect; % of control where 0% means no effect; many of its hits are not listed in these tables
# Target sequence (O00255 whole entry, looked up): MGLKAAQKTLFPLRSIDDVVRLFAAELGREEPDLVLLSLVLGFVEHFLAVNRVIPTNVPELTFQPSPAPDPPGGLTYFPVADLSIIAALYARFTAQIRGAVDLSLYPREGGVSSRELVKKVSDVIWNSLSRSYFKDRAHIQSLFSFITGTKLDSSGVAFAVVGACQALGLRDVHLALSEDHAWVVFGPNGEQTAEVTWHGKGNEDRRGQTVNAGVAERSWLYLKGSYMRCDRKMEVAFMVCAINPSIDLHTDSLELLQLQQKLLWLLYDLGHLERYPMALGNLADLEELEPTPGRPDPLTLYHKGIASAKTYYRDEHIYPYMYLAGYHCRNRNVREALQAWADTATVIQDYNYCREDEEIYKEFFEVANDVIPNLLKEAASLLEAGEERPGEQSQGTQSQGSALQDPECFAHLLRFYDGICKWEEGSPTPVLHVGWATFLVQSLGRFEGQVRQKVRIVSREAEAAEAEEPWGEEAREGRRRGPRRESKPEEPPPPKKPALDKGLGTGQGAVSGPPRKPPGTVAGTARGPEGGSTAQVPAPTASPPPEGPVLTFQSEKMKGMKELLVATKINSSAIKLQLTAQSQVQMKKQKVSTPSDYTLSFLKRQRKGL
# PKM2 activator = PKM2 (human) enzyme activation; P14618; purified PKM2, Kinase-Glo ATP luminescence, activation; response scale: 0% is enzyme alone, no compound; Potency, µM (series often up to 57.5 µM), for the others: at the top dose activation, usual class: activators; hit rate 0.34% among 260,000; note: potency is the fitted concentration of half-maximal effect; % is set by controls: 0 for no effect and ±100 for the full control effect; nearly all actives have a fitted effect of over 55% in size
#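 Purified hPK-M2 (>95% pure) converted ADP (0.1 mM final) to ATP with 0.5 mM PEP in 50 mM imidazole pH7.2, KCl, MgCl2, Tween 20, BSA; 1 h at room temperature. ATP detected by Kinase-Glo luminescence.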
# S-ASM inh = inhibitors of human secretory acid sphingomyelinase | P17405 | AID 504937 | hit rate 0.006% among 340,000 | placental ASM, HMU-PC fluorogenic substrate, 60 min | Potency, µM (series often up to 57.5 µM), without a hit: at the top dose activity change, negative = inhibition, actives largely listed as inhibitors; note: potency is the fitted concentration of half-maximal effect
#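 Human placenta-derived ASM preincubated with compound 10 min at room temperature, then reacted with 9 uM (final) fluorogenic HMU-PC substrate for 60 min at 37 C. Stop solution raises pH to 10; fluorescence read at Ex 386/Em 447 nm.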
# TSHR antagonist = human thyrotropin receptor antagonism; TSHR-expressing cells, TSH-stimulated cAMP HTRF, 2 h; active compounds read low; activity change, negative = inhibition, % at 11.5 µM; hit rate 0.2% among 330,000;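 active = activity change below a set negative limit, meaning inhibition stronger than a set level, cut at about -70% in these data; inconclusive = activity change between two set negative limits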; note: % is set by controls: 0 for no effect and ±100 for the full control effect
#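 Freshly harvested TSHR cells receive pin-tooled compound, then EC80 TSH at 4nM final. After 2 hours at 37 deg C, antibody in lysis buffer and cAMP-d2 are added; 30 minutes at ambient temperature precede the HTRF read.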
# Eya2 phos inh = inhibitors of human Eya2 phosphatase activity | O00167 | recombinant Eya2, OMFP fluorescence dephosphorylation (OMFP is methylfluorescein phosphate) | Potency, µM (doses to about 76.9 µM), without a hit: at the top dose activity, negative = inhibition, usual class: inhibitors | hit rate 0.006% among 330,000 | AID 488837; note: potency is the fitted concentration of half-maximal effect; % is set by controls: 0 for no effect and ±100 for the full control effect
#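 Eya2 (0.2 uM) preincubated 10 min at ambient with compound, then OMFP substrate added at 50 uM; 10 min reaction in 50 mM HEPES pH 7.5, 50 mM NaCl, 5 uM MgCl2, 0.05% BSA, 1 mM DTT. Fluorescence read at Ex 485/Em 525 nm.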
# BCR signal inh = chronic active BCR signaling inhibition; ABC-DLBCL IkBa-CBG/CBR reporter, luminescence ratio, 4 h; Potency, µM (highest dose often 46.1 µM), without a hit: at the top dose ratio change, negative = lower green/red ratio, usual class: inhibitors; hit rate 0.05% among 340,000; active = well fitted inhibition curve with a large enough effect in the signal ratio, with a control signal flat, not every such curve was filed as active; inconclusive = small, poorly fitted or top-dose-only effect, or effect the other way, or a change in a side signal; the % refers to the signal ratio;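 note: potency is the fitted concentration of half-maximal effect; plate controls were basal doxycycline-induced cells for no effect and cells given 10 µM MG132 for full effect; MG132 reads +100%, hits lower the ratio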
#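 Cell line TMD8 (human ABC DLBCL), stably expressing tet-inducible CBG68-IkBa fusion and CBR; IMDM/0.5% FBS; cpd up to 46 uM; dox induction, 4 h, 37C/5% CO2; dual luminescence; green/red ratio; MG132 control.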
# USP2a inh = blocks human ubiquitin-specific protease USP2a. hit rate 0.01% among 330,000. Potency, µM (doses to about 38.3 µM), without a hit: at the top dose activity change, negative = inhibition, actives largely listed as inhibitors. USP2 core, Ub-CHOP2 coupled fluorogenic reporter, 485/531. O75604;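 note: potency is the fitted concentration of half-maximal effect; plate controls were DMSO wells for no effect and full inhibition by NEM control for full effect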
#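 Deubiquitinase activity read as fluorescence (485/531 nm) after Ub-CHOP2 cleavage activates the enterokinase reporter on its substrate; USP2 core 10nM, Ub-CHOP2 and substrate 25nM each, 30min compound preincubation then 60min RT; data normalized to NEM, curves fitted.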
# An asterisk follows results filed as active; i = inactive; u = inconclusive; x = no result given; [ ] = remark or other dose. Unless noted, calls come from the whole dose curve; as a rule, active = well fitted curve in the direction sought with a large enough effect; inconclusive = small, poorly fitted or top-dose-only effect, or another doubt; inactive = no such curve, though single readings can be large; an effect the other way counts as inactive or inconclusive. Not all compounds are listed (hit frequency here may not be typical).
compound	MBNL1 CUG block	KCNH2 WT inh	GALK inh	Mito fusion yeast	Menin MLL FP TR	PKM2 activator	S-ASM inh	TSHR antagonist	Eya2 phos inh	BCR signal inh	USP2a inh
O=C(CN1CCCC1)Nc1ccc(Cl)cc1C(F)(F)F	-7%	x	8%	-6%	0%	0%	-2%	6	8%	4%	1%
CC(=O)N1c2ccccc2Sc2ccccc21	-2%	-6	0%	0%	-4%	-1%	0%	0	-8%	-2%	3%
COc1cccc(/C=N/NC(=S)NC2CC3CC2C2C=CCC32)c1O (stereo unspecified)	-3%	-1	3%	-3%	x	-2%	i	4	-4%	u	0%
CS(=O)(=O)N1CCCC(C(=O)NCc2ccccc2Cl)C1 (stereo unspecified)	4%	-6	0%	-7%	10%	2%	-1%	-1	-3%	3%	3%
Cc1cc(C)nc(SCC(=O)NN=Cc2ccc(C)o2)n1	x	-2	x	x	x	x	2%	9	1%	-2%	2%
CCn1c(SCC(=O)N2CCc3ccccc32)nnc1-c1ccncc1	13%	1	1%	-2%	12%	-4%	0%	3	6%	2%	0%
CSc1nc(-c2ccccc2)nc(C(C)C)n1	x	-1	x	-1%	x	x	-5%	-12	5%	-2%	0%
Cc1cc(Oc2ccc(=O)n(C)n2)nc(Oc2ccc(=O)n(C)n2)n1	-8%	1	0%	-1%	0%	1%	0%	11	-4%	u	2%
CC(C)c1nnc(SCC(=O)N2CCc3ccccc32)n1C	-20%	2	-4%	-3%	-7%	0%	-2%	-2	-4%	2%	3%
Cc1ccccc1OCCC(=O)Nc1c(C)n(C)n(-c2ccccc2)c1=O	8%	4	0%	-2%	-2%	-1%	1%	4	-21%	3%	2%
O=C(Cn1cc(/C=N/NC(=O)c2cccc3ccccc23)c2ccccc21)Nc1ccc(F)cc1	58%[activator]	0	0%	-16%	x	-13%	-7%	16	-21%	u	3%
COc1cccc(CC2(CO)CCN(Cc3ccc(NC(C)=O)cc3)CC2)c1	1%	31	-4%	0%	7%	-3%	-3%	-4	2%	0%	-1%
CN1CCN(S(=O)(=O)c2ccc(C#N)cc2)C(c2ccccc2)C1 (stereo unspecified)	x	3	x	-5%	x	x	4%	16	15%	0%	1%
COc1ccc(/C=C2\CN(Cc3ccccc3)C/C(=C\c3ccc(OC)cc3OC)C2=O)c(OC)c1	20%	2	-1%	5%	16%	-1%	-7%	-12	14%	6%	-3%
Cc1nn2c(-c3ccc(Cl)cc3Cl)nnc2s1	1%	3	0%	1%	5%	-1%	1%	5	7%	0%	2%
Cc1ccc(CS(=O)Cc2ccc(C(=O)NCc3cccs3)o2)cc1 (stereo unspecified)	-2%	-1	-4%	-1%	x	x	1%	-5	-1%	6%	4%
c1cncc(-c2nc(N3CCOCC3)c3ccccc3n2)c1	-16%	25	1%	0%	-18%	14%	-1%	2	-20%	-15%	2%
O=c1[nH]c2cc3c(cc2cc1CN(CCO)S(=O)(=O)c1ccccc1)OCCO3	2%	-5	-1%	1%	x	-4%	78%[activator]	-1	9%	u	0%
CC(Cc1ccccc1)C(=O)N(C)Cc1cccnc1 (stereo unspecified)	u	-9	x	3%	0%	-10%	7%	10	-7%	-4%	1%
O=C(CCNC(=O)c1ccc([N+](=O)[O-])cc1)NCCc1ccc(Cl)cc1	u	3	-7%	1%	1%	0%	1%	-6	-2%	4%	0%
COc1ccc(Cl)cc1NC(=O)CN1CCc2ccccc21	1%	-11	7%	3%	-3%	0%	-5%	-12	0%	8%	-3%
COc1cc(NC(=O)CSc2nc3cc(C)ccc3cc2C)c(C(=O)O)cc1OC	x	1	0%	4%	u	-3%	19%	2	1%	7%	0%
Cc1ccc(NC(=O)CNc2cccc(S(=O)(=O)N3CCOCC3)c2)cc1F	x	10	x	4%	x	x	6%	-17	1%	u	1%
Cc1nc(SCc2ccccc2)[nH]c(=O)c1CC(=O)OCC(C)C	-7%	-12	-1%	15%	8%	x	2%	-9	12%	2%	-1%
CC(C)(C)NC(=O)CN(C(=O)CNC(=O)c1cccs1)c1ccc2c(c1)OCCO2	-8%	0	2%	0%	-6%	1%	5%	0	-9%	-1%	-7%
CN(C)c1nn(C(=O)Nc2ccc(Cl)cc2Cl)cc1-c1ccccc1	-11%	-4	3%	6%	-7%	-11%	6%	32	23%	-1%	5%
COc1cccc(NC(=O)Cc2cccs2)c1	7%	-7	-1%	2%	u	-13%	4%	4	7%	u	-1%
O=C(Nc1cccc(NC(=O)C2CC3CCCC(C2)C3=O)n1)C1CC2CCCC(C1)C2=O (stereo unspecified)	-9%	4	0%	0%	2%	1%	1%	-3	-6%	-2%	-1%
O=C(CNC(=O)c1cccc(F)c1)N/N=C/c1cccnc1	u	-14	7%	24%	x	x	4%	4	6%	4%	1%
CSCCC(C(=O)O)N1C(=O)c2ccc(C(=O)O)cc2C1=O (stereo unspecified)	5%	8	1%	3%	-5%	-2%	0%	7	2%	0%	2%
CCOC(=O)c1sc2ncn(/N=C/c3ccccn3)c(=O)c2c1C	14%	x	4%	-1%	9%	-1%	x	2	-1%	-1%	0%
O=C1Nc2ccccc2C1=Nc1ccc(Cl)cc1	u	-2	-3%	3%	-5%	x	-4%	0	9%	u	2%
COc1ccc(C2(C)NC(=O)N(Cc3cc(Cl)cc4c3OCOC4)C2=O)cc1OC (stereo unspecified)	-2%	5	-2%	-2%	x	-12%	-3%	31	11%	u	2%
COc1ccc(CNC(=O)[C@@H](C)NC(=O)[C@@H]2Cc3ccccc3CN2)cc1	9%	-8	x	-2%	-24%	-3%	2%	11	0%	13%	1%
COc1cc(NC(=O)C/C(C)=N/NC(=O)Cc2ccccc2)c(OC)cc1Cl	-9%	2	-1%	0%	-3%	-9%	2%	-8	2%	-14%	3%
COC(=O)c1ccc(OC)c(NS(=O)(=O)c2ccc(-n3cnnn3)cc2)c1	-9%	28	1%	-1%	u	x	4%	-13	-14%	-4%	-6%
COC(=O)C1=COC(C)C2CN3CCc4c([nH]c5ccccc45)C3CC12 (stereo unspecified)	u	-8	-1%	2%	-29%	-2%	183%[activator]	-1	0%	-1%	12%
O=C(CNC(=O)c1ccc(Cl)cc1)NC(CO)c1ccccc1 (stereo unspecified)	8%	-3	-1%	-3%	14%	x	-3%	-4	-6%	0%	-2%
NCCNC(=O)Cn1c(=O)c2c3c(sc2n(Cc2ccccc2)c1=O)CCCC3	1%	4	1%	-19%	-27%	x	2%	-3	-4%	-1%	1%
CCCCCN1C=CC=C/C1=C\C=C(C#N)C#N	u	-1	1%	-3%	x	4%	-22%	-48	u	6%	u
CN(C)C1=NCCN1CC1CCCCC1	x	-12	x	-1%	x	x	7%	-3	-15%	-7%	0%
C/C(=N\OCC(=O)OCC(=O)Nc1cc(S(C)(=O)=O)ccc1Cl)c1ccc2c(c1)OCO2	x	-17	x	3%	x	x	-1%	-7	1%	11%	1%
CCCCC(=O)N(Cc1ccc(-c2ccccc2-c2nn[nH]n2)cc1)[C@H](C(=O)O)C(C)C	-17%	x	0%	2%	-3%	0%	x	0	-1%	-5%	-1%
c1ccc(CSCc2cn3ccccc3n2)cc1	1%	4	-2%	-2%	-11%	-3%	1%	-1	5%	0%	0%
O=S(=O)(Nc1ccc(C(F)(F)F)cn1)c1ccccc1	10%	0	7%	0%	x	-5%	6%	-2	3%	16%	1%
Cc1ccc(S(=O)(=O)N2CCOCC2)cc1NC(=O)COC(=O)CNC(=O)c1ccc(Oc2ccccc2)cc1	-3%	-1	1%	-3%	9%	1%	-6%	-15	-1%	-12%	0%
COc1ccc(NC(=O)C2CCCN(C(=O)c3ccc(Cl)cc3)C2)cc1Cl (stereo unspecified)	x	-4	x	0%	x	x	-4%	-19	-23%	-3%	-1%
COc1ccc(OC)c(-c2csc(N(C)C(=O)c3ccco3)n2)c1	24%	5	0%	2%	u	0%	-2%	10	12%	6%	2%
